Screening data (PubChem BioAssay)
GalR3 antag: blocks the human galanin receptor 3; O60755; HEK293 GalR3-CNG cAMP membrane potential fluorescence; galR3 body fused to GalR1 C-terminus; inhibition, % at 3 µM; 0.44% of 360,000 active;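 active means inhibition above the screen-wide average plus 3 SD, cut at about 13% in these data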;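 further: forskolin and galanin both at EC90 stimulate the cells; cAMP rise reported by CNG channel membrane potential dye signal; 0% = forskolin plus galanin with DMSO and 100% = forskolin alone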
Target sequence (O60755 1-299 limits assumed): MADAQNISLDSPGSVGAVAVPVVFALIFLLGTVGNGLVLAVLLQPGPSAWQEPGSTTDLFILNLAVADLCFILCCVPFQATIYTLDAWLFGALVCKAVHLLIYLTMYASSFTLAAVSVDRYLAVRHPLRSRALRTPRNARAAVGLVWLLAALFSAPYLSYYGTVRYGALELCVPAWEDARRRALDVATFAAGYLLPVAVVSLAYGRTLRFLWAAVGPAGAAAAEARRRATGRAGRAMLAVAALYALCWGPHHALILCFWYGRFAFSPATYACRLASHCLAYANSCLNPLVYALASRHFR
Active calls of the source: *.

Start of the listing, in advance:
compound | GalR3 antag
c1ccc(COCCc2cn(Cc3ccccc3)c3ccccc23)cc1 | -7
COc1ccc2c(c1)CN(C)S(=O)(=O)c1ccccc1-2 | -4
COc1ccccc1-c1ncn(Cc2cccc(-c3ccccc3)c2)c1-c1ccco1 | -4
C=C(c1ccc2nc(NC(=O)OC)[nH]c2c1)c1cccs1 | 3
COc1ccc(OC)c(Cc2cnc3nc(N)nc(N)c3c2C)c1 | 1
COc1ccc(C(C)C)cc1-c1cc(C(=O)NCc2cccc(C(F)(F)F)c2)[nH]n1 | -7

The whole of this part, repeating the preview:
compound | GalR3 antag
c1ccc(COCCc2cn(Cc3ccccc3)c3ccccc23)cc1 | -7
COc1ccc2c(c1)CN(C)S(=O)(=O)c1ccccc1-2 | -4
COc1ccccc1-c1ncn(Cc2cccc(-c3ccccc3)c2)c1-c1ccco1 | -4
C=C(c1ccc2nc(NC(=O)OC)[nH]c2c1)c1cccs1 | 3
COc1ccc(OC)c(Cc2cnc3nc(N)nc(N)c3c2C)c1 | 1
COc1ccc(C(C)C)cc1-c1cc(C(=O)NCc2cccc(C(F)(F)F)c2)[nH]n1 | -7
CCOC(=O)C1(C)CCN1C(=O)/C=C/c1ccccc1 (stereo unspecified) | 0
CC(=O)Nc1ccc(CN2C(=O)C(Cc3ccccc3)ON=C2c2ncccc2C)cc1 (stereo unspecified) | 2
O=C(OCc1cn([C@H]2C[C@H](c3ccccc3)N(CC3CCCCC3)C[C@@H]2O)nn1)c1ccccc1 | -1
COc1ccc(CNC(=O)OC23CN(C(=O)OC(C)C)N(C(=O)OC(C)C)CC2(O)CN(S(=O)(=O)c2ccc(C)cc2)C3)cc1OC (stereo unspecified) | -8
CN1CC[C@@H]2C(=O)N3CCc4ccc(Br)cc4[C@@H]3C[C@@H]21 | -3
COC(=O)C1=C(C)N(Cc2ccc(C(F)(F)F)cc2)C(=NCc2cc(OC)c(OC)c(OC)c2)NC1c1cccc(Cl)c1 (stereo unspecified) | -7
COc1ccc(Cl)cc1C(=O)OCC(=O)NC1CCCC(C)C1C (stereo unspecified) | -6
COCCNC(=O)C1(C)CCCN(C(=O)c2ccc(F)cc2Cl)C1 (stereo unspecified) | -3
COc1ccc(C#Cc2c(-c3ccccc3OC)oc3ccccc23)cc1 | -2
Cc1cn([C@H]2C[C@H](O)[C@@H](CNCc3ccccc3OCCCN3CCOCC3)O2)c(=O)[nH]c1=O | -4
Oc1c(N=Nc2nn[nH]n2)ccc2ccccc12 | -7
CCC(c1nnnn1-c1ccc(OC)cc1)N1CCN(C/C=C/c2ccccc2)CC1 (stereo unspecified) | -6
C#CCNC(=O)C[C@@H]1C[C@@]2(C(=O)OCC)CCC=C2N(Cc2ccc3c(c2)OCO3)C1=O | -4
O=C(Nc1ccc(F)c(Cl)c1)[C@@H]1O[C@H](CO)[C@H](O)[C@H](O)[C@H]1O | -4
OCC1COC(c2ccccc2)=N1 (stereo unspecified) | -2
CCOC(=O)C1CCN(CC(=O)Nc2cc(S(=O)(=O)N3CCCCC3)ccc2Cl)CC1 | -4
CCOC1=C2CN(S(=O)(=O)c3ccc(C)cc3)[C@H](c3cccc(Cl)c3)C[C@H]2[C@H]2C(=O)N(c3ccccc3)C(=O)[C@H]2C1 | -5
CC(=O)O[C@@H]1[C@H](Oc2c(O)c(C)c3c4c2[C@H](C)CC[C@H]4[C@H](C)C[C@@H]3C=C(C)C)O[C@@H](C)[C@@H](O)[C@H]1O | 2
O=C(NN=Cc1cccc([N+](=O)[O-])c1)c1cccc2ccccc12 | -5
CCCNC(=O)C1(C)CCN(Cc2ccc(C)c3ccccc23)C1 (stereo unspecified) | -8
CSc1ccc(OC2(C)CCN(Cc3ccc4c(c3)OCCO4)C2)cc1 (stereo unspecified) | -5
Cc1ccc(C)c(NC(=O)C2(C)CCN2C(C)C)c1 (stereo unspecified) | -7
COc1ccc(Cc2c(-c3cccc(Cl)c3)nc3ccc(C)cn23)c(C)c1 | -6
CCOc1cc(C(=O)CCC(=O)OCC(=O)Nc2ccc(F)cc2)ccc1O | -3
CCCCNC(=O)C1(C)CCCCN1C(=O)c1cncc(Br)c1 (stereo unspecified) | -5
CCN(C)C1CN(Cc2cn(Cc3cccc(Cl)c3)nn2)S(=O)(=O)C1 (stereo unspecified) | -6
Cc1ccc(S(=O)(=O)N2CCN(C(=O)COC(=O)COc3ccc(Cl)c(C)c3)CC2)c(C)c1 | -4
CCN(CC)C(=O)[C@H]1C[C@H](CC(=O)NCCCN(C)C)C(=O)N2CCc3c([nH]c4ccc(Cl)cc34)[C@]12C | -7
Cc1cccc(C)c1N1CCN(C(c2ccnc3ccccc23)c2nnnn2-c2ccc3c(c2)OCCO3)CC1 (stereo unspecified) | -6
CCOC1=C2[C@@H](CN(S(=O)(=O)c3ccc(C)cc3)[C@H]2c2cccc3ccccc23)[C@H]2C(=O)N(c3ccccc3)C(=O)[C@H]2C1 | -7
COc1ccc(CN2C(=O)C(CC(=O)NCc3cccs3)CC(C(=O)N(C)C)=C2C)cc1 (stereo unspecified) | -5
CCCCN(C(=O)c1ccc(-n2nc(C)cc2C)cc1)c1c(N)n(CCC)c(=O)[nH]c1=O | -2
CC1CCN(C(=O)CN2C(=O)NC3(CCCc4ccccc43)C2=O)CC1 (stereo unspecified) | 1
Cc1cccc(-c2cc(NC=O)c3ncc(-c4cccc(C(=O)N(C)C)c4)n3c2)c1 | -5
C[C@@H]1CN([C@H](C)CO)C(=O)c2cc(NS(=O)(=O)c3ccccc3)ccc2O[C@@H](C)CCCCO[C@@H]1CN(C)Cc1ccccc1 | -4
CCc1nc2c(OCc3ccc(Cl)cc3)cccn2c1N(C)C(=O)C1CC1 | -3
COC(=O)C1=CN(c2ccc(C)cc2)C(N)=C(C#N)C1c1ccc(OC)cc1 (stereo unspecified) | -8
CN(C)c1ccc(-c2csc(C(O)c3ccc(F)c(F)c3)n2)cc1 (stereo unspecified) | -8
COc1ccc(CNC(=O)C2(C)Cc3c(-c4ccc(C(N)=O)cc4)ccnc3O2)cc1OC (stereo unspecified) | 1
COC(=O)c1ccc2nc(C3CCCCC3)c(Cc3ccccc3OC)n2c1 | -6
COC(=O)c1cc2c(c3c4cc(F)ccc4n(S(=O)(=O)c4ccc(C)cc4)c13)C(=O)N(Cc1ccc(N(C)C)cc1)C2 | -5
O=S1(=O)N[C@@H](Cc2ccccc2)COc2cccc(N3CCC[C@H]3CO)c21 | -4
COc1ccc(-c2nc3c(C)cc(Br)cn3c2CC2CCCCC2)cc1OC | -5
COC(=O)[C@]12CCCCC=C1N(CCc1ccc(OC)c(OC)c1)C(=O)[C@H](CC(=O)NCC1CCCCC1)C2 | -7

More results follow.
compound | GalR3 antag
CC(C)N1CCC1(C)C(=O)Nc1cccc2ccccc12 (stereo unspecified) | -4
O=S1(=O)c2ccc(Br)cc2OC2CCCC[C@@H]2N1Cc1ccccc1 (stereo partly specified) | -6
COc1ccc(-c2coc3c(C(=O)Nc4cccc(NS(C)(=O)=O)c4)cccc23)c(C)c1 | -7
COc1ccccc1CNS(=O)(=O)c1cc(C(=O)NCc2ccccn2)c(Cl)cc1Cl | -2
COCc1cccc(-c2csc(C(O)c3cccc(OC)c3)n2)c1 (stereo unspecified) | -4
Nc1nnc2cc(Br)ccc2n1 | -6
Cc1cccc(C(O)c2ncc(-c3ccc(F)cc3)[nH]2)c1C (stereo unspecified) | -4
NC(CSC1(c2ccccc2)c2ccccc2-c2ccccc21)C(=O)O (stereo unspecified) | -3
Cc1ccc(F)cc1C(=O)N1CCCC(C)(C(=O)NS(=O)(=O)C2CC2)C1 (stereo unspecified) | -1
COC(=O)c1cc(=O)nc(NN=Cc2ccc(C)cc2)s1 | -1

3 structures from above, arranged by SMILES length, low to high:
compound | GalR3 antag
CC(C)N1CCC1(C)C(=O)Nc1cccc2ccccc12 (stereo unspecified) | -4
COC(=O)c1cc(=O)nc(NN=Cc2ccc(C)cc2)s1 | -1
COc1ccccc1CNS(=O)(=O)c1cc(C(=O)NCc2ccccn2)c(Cl)cc1Cl | -2

(more compounds)
compound | GalR3 antag
Cc1cc(C(=O)COC(=O)c2ccc(NC(=O)CC#N)cc2)c(C)n1C1CC1 | -4
Cc1ccc([C@@H]2CC(=O)[C@@H]3CN(S(=O)(=O)c4ccc(C)cc4)[C@H](c4cccc5ccccc45)C[C@@H]3N2S(=O)(=O)c2ccc(Cl)cc2)cc1 | -5
C[C@H](CO)N1C[C@H](C)[C@H](CN(C)S(=O)(=O)c2ccccc2)OCc2ccccc2-c2c(n(C)c3ccccc23)C1=O | 0
CCCCCCCCCCCCCCCCCCNc1ccn(C2OC(COP(=O)(O)OCC3OC(n4cc(F)c(=O)[nH]c4=O)CC3O)C(O)C2O)c(=O)n1 (stereo unspecified) | -3
O=C(NCc1ccccc1)C(C1CC1)n1c(CSCCOc2ccccc2)nc2ccccc21 (stereo unspecified) | -7
Cc1cc2oc(=O)cc(-c3ccccc3)c2c(C)c1-c1ccc(N(C)C)cc1 | -1
O=S(=O)(N[C@@H]1CC[C@H](CCNS(=O)(=O)c2ccccc2Cl)O[C@@H]1CO)c1ccccc1 | -6
C#CCN(C[C@H]1[C@H](OC(=O)NCc2ccc(OC)c(OC)c2)[C@H](OC(=O)NCc2ccc(OC)c(OC)c2)C[C@H]2C(=O)N(c3ccccc3)C(=O)[C@@H]12)S(=O)(=O)c1ccc(C)cc1 | -7
CCCNC(=O)c1cc2c(c(-c3cccc(-c4ccc(C#N)cc4)c3)n1)[C@@H](CCO)N(C(=O)CC)C2 | -2
CC(C)(C)c1ccc2cccc(F)c2n1 | -4
CC1CCCCCCC1OC(=O)c1ccccc1C(=O)O (stereo unspecified) | -3
CCOc1ccc(CNC(=O)C2CCCN(S(=O)(=O)N3CCC(C)CC3)C2)cc1OC (stereo unspecified) | -7
CC[C@]12c3[nH]c4cc(-c5ccco5)ccc4c3CCN1C(=O)[C@@H](CC(=O)NCCc1ccccn1)C[C@@H]2C(=O)N1CCN(C(=O)c2ccco2)CC1 | -8
FC(F)(F)c1ccccc1Cc1c(-c2ccc(Cl)cc2)nc2ccc(Br)cn12 | -7
CCC(=O)N1CCC(C)(C(=O)NCc2cccc(OC)c2)C1 (stereo unspecified) | -3
Cn1c(NCCc2ccncc2)nc2cc(-c3cccc(C(F)(F)F)c3)sc2c1=O | -5
CCCCCCN1C[C@H](n2cc(C3CC3)nn2)[C@@H](O)C[C@@H]1c1ccc(Cl)cc1 | -8
COc1ccc(CC(=O)N(CCC2=CCCCC2)c2c(N)n(Cc3ccccc3)c(=O)[nH]c2=O)cc1 | -2
Cc1ccc(S(=O)(=O)NN=Cc2cc(Cl)ccc2O)cc1 | -6
Cc1ccc(OCC(=O)Nc2ccc3c(c2)ncn3C)cc1 | 8
Cc1cccc(C(O)C(O)c2cccc(C)n2)n1 (stereo unspecified) | 1
COc1ccc(NC2CCCN(C(=O)C3=NNC(=O)CC3)C2)cc1 (stereo unspecified) | -7
CCCCN(C(=O)c1ccccc1Cl)C(CC(C)C)c1nc2ccccc2[nH]1 (stereo unspecified) | -6
Cn1cc([C@]2(O)C(=O)N(c3ccccc3)c3ccccc32)c2ccccc21 | 3
NC(=O)c1ncn([C@@H]2O[C@H](CNCc3cc(Br)ccc3OCc3ccccc3)[C@@H](O)[C@H]2O)n1 | -5
COCCNc1nc(NCCN2CCNC2=O)c2sc(-c3ccccc3)cc2n1 | -4
CC1(C)CN(Cc2cccnc2)C(=O)[C@H]1CC(=O)Nc1ccc(Br)cc1 | -4
CC(Cc1ccccc1)=NNc1ccc([N+](=O)[O-])cc1[N+](=O)[O-] | -5
CN[C@H]1C[C@H]2c3cc(-c4ccccc4)ccc3CCN2C(=O)[C@H]1[C@H](C)O | 1
OC[C@H]1O[C@@H](Oc2ccc(O)cc2)[C@H](O)[C@@H](O)[C@@H]1O | -3
CCN1C(=O)[C@@H]2[C@@H]3CN(S(=O)(=O)c4ccc(C)cc4)[C@@H](c4cccc5ccccc45)[C@@H]3C(=O)C[C@@H]2C1=O | -5
C[C@@H](O)CNC(=O)c1[nH]cnc1C(=O)Nc1ccc(CNC(=O)OC(C)(C)C)cc1 | -1
COc1ccc(CNC(=O)c2ccc(-n3cncn3)c3ccoc23)cc1OC | -4
Clc1ccc(Cc2ccccn2)cc1 | -1
O=C(COC(=O)c1ccc(F)c(S(=O)(=O)N2CCOCC2)c1)c1ccc(Br)cc1 | -3
Cn1cc(-c2ccc(C(=O)Nc3cccc(Oc4ccccc4)c3)c3occc23)cn1 | -1
CNC(=O)C[C@H]1C(=O)N(CCc2ccccc2)C[C@@H]1CSC | -4
Cc1cc(NN=Cc2ccccn2)nc2ccccc12 | -9
COc1ccc(NC(=O)CN2C(=O)NC3(CCCCCCC3)C2=O)cc1 | -3
O=C1c2cccc3cccc(c23)C(=O)N1CCO | -7
CC(=O)Nc1cc(-c2ccc(S(C)(=O)=O)cc2)cn2c(-c3ccc(F)cc3)cnc12 | -6
CC(=O)c1c(O)c(C)c(O)c2c1OC1=CC(=O)/C(=C(/C)N)C(=O)C12C (stereo unspecified) | -6
Cc1ccc2nc(C3CCCCC3)c(Cc3ccsc3)n2c1 | -13
COc1cc(Cl)cc(/C=N\NC(=O)c2ccc3c(c2)OCO3)c1O | -8
O=S(=O)(c1ccc(F)cc1)N1CCCc2nc(-c3ccc(F)cc3)ccc21 | -7
CCOC1=C2CN(S(=O)(=O)c3ccc(C)cc3)C(c3cccc(Cl)c3)CC2N(S(=O)(=O)c2ccc(C)cc2)C(c2ccncc2)C1 (stereo unspecified) | -2
Nc1[nH]c(C(=O)c2ccc(Br)cc2)c(-c2ccncc2)c1C(=O)c1ccccc1 | -8

This is a subset; count on the stated rates, not on these rows.
